Bioassay records deposited in PubChem BioAssay by National Center for Advancing Translational Sciences (NCATS).
G9a block: G9a (human) methyltransferase inhibition | Q96KQ7 | G9a H3K9 monomethylation, AlphaScreen, 2 h | Potency, µM (series often up to 102 µM), without a hit: top-dose activity, negative = inhibition, most hits filed as inhibitors | 350,000 compounds, 8.8% hits | AID 504332; note: % is set by controls: 0 for no effect and ±100 for the full control effect; nearly all actives have a fitted effect of over 75% in size
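G9a (20 nM) preincubated 15 min RT with compounds, then 500 nM biotinylated H3K9 peptide and 20 uM SAM added; 2 h RT reaction. Monomethyl-H3K9 product detected by AlphaScreen with anti-H3K9me1 antibody, streptavidin donor and anti-rabbit IgG acceptor beads.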
Pol kappa inh: blocks human DNA polymerase kappa activity. purified Pol kappa, fluorescent DNA synthesis assay, 10 min. AID 588579. 400,000 compounds, 0.53% hits. Potency, µM (highest dose often 107 µM), for inactives: at the highest dose activity, negative = inhibition, usual class: inhibitors; note: % is set by controls: 0 for no effect and ±100 for the full control effect
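Kinetic fluorescence readout at 0 and 10 min followed reaction start with substrate at 50 nM final. Beforehand, enzyme (10 nM Pol kappa) stood 15 min with compound at room temperature; buffer-only wells were negative controls.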
BLM helicase inh: blocks DNA unwinding by human BLM helicase; 350,000 compounds, 0.2% hits; Potency, µM (titrated, usually from 56.1 µM), for the others: at the highest dose activity change, negative = inhibition, actives largely listed as inhibitors; P54132; AID 2528; recombinant BLM DNA unwinding, fluorescence dequenching;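 note: plate controls were vehicle for no effect and no enzyme for full effect; nearly all actives have a fitted effect of over 35% in size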
POLH inh: DNA polymerase eta (human) inhibition | Q9Y253 | recombinant Pol eta, fluorescent DNA replication assay | Potency, µM (highest dose often 114 µM), for inactives: top-dose activity change, negative = inhibition, usual class: inhibitors | 390,000 compounds, 1.2% hits; note: % is set by controls: 0 for no effect and ±100 for the full control effect
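Pol eta at 10 nM preincubated with compounds 15 min at room temperature; reaction started with fluorescent substrate (50 nM final) and read kinetically at 0 and 10 min.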
POLI inh: DNA polymerase iota (human) inhibition. Q9UNA4. Pol iota fluorescent replication assay, 10 min. Potency, µM (highest dose often 115 µM), for inactives: at the highest dose activity, negative = inhibition, most hits filed as inhibitors. 390,000 compounds, 1% hits. AID 588590
Target sequence (Q9UNA4 whole entry, looked up): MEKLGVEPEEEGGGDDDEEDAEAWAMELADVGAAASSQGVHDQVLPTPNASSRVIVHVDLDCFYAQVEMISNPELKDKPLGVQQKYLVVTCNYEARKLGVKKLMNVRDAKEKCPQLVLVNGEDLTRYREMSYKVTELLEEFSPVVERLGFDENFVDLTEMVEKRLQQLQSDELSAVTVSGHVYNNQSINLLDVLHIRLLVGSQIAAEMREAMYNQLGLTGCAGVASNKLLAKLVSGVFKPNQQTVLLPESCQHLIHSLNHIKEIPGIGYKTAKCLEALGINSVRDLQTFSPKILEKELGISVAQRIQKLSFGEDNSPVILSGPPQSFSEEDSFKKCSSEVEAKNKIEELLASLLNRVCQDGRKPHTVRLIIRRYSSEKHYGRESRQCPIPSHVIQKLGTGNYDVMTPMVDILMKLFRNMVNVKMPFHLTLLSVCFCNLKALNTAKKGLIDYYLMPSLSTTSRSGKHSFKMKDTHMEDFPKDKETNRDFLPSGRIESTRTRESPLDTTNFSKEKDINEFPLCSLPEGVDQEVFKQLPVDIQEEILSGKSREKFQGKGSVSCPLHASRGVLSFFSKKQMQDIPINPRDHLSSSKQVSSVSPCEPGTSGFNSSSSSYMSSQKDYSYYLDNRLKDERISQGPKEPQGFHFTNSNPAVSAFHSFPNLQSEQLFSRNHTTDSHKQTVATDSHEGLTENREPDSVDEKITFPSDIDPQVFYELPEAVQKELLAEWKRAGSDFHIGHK
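Pol iota at 10 nM preincubated 15 min with compounds at room temperature; reaction started with fluorescent substrate, 50 nM final. Fluorescence read kinetically at 0 and 10 min; buffer-only wells as negative control.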
APE1 inh: inhibitors of human APE1 endonuclease. recombinant APE1, TAMRA/BHQ-2 abasic DNA cleavage fluorescence. AID 2517. P27695. Potency, µM (series often up to 65.8 µM), inactives show top-dose activity change, negative = inhibition, most hits filed as inhibitors. 350,000 compounds, 0.35% hits;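 note: plate controls were vehicle for no effect and reference inhibitor for full effect; nearly all actives have a fitted effect of over 55% in size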
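Endonuclease cleavage of a quenched abasic-site DNA duplex (50 nM) by APE1 (0.75 nM) was tracked by TAMRA dequenching. Compounds were preincubated with enzyme 15 min at room temperature; data normalized to buffer-only and DMSO wells plus NSC13755 control.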
BAZ2B block: blocks human BAZ2B | AID 504333 | 360,000 compounds, 4.4% hits | AlphaScreen BAZ2B-H3K14Ac peptide displacement | Q9UIF8 | Potency, µM (highest dose often 114 µM), inactives show at the top dose activity change, negative = inhibition, actives largely listed as inhibitors; note: % is set by controls: 0 for no effect and ±100 for the full control effect; nearly all actives have a fitted effect of over 60% in size
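AlphaScreen luminescence quantifies BAZ2B engagement of H3K14Ac peptide; the protein and biotinylated peptide are both at 50 nM final, buffer PBS pH 7.4 with 0.01% Tween-20, all steps at room temperature.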
Pol beta inh: blocks human DNA polymerase beta activity; P06746; Pol beta primer extension/strand displacement, fluorescence kinetic; Potency, µM (doses to about 114 µM), without a hit: at the highest dose activity change, negative = inhibition, usual class: inhibitors; 340,000 compounds, 1.3% hits; AID 485314; note: % is set by controls: 0 for no effect and ±100 for the full control effect
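Pol beta (10 nM) and compounds were preincubated 15 min at room temperature, then 50 nM substrate (final) started primer extension/strand displacement. Reads were taken at 0 and 10 min; concentration-response data were fitted to a four-parameter Hill equation.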
Anesthetic bind: candidate novel general anesthetic via apoferritin binding. P02791. apoferritin/1-aminoanthracene competitive binding, fluorescence. Potency, µM (doses to about 77.5 µM), inactives show at the top dose activity change, negative = displacement, usual class: inhibitors. 350,000 compounds, 0.074% hits. AID 485281; note: % is set by controls: 0 for no effect and ±100 for the full control effect; nearly all actives have a fitted effect of over 20% in size
Target sequence (P02791 2-175 limits assumed): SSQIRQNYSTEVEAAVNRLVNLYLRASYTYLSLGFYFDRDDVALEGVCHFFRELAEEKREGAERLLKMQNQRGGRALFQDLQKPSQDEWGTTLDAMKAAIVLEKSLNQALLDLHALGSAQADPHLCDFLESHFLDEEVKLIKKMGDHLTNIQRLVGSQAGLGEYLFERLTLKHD
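Read-out: endpoint 1-AMA fluorescence, excitation 380 nm and emission 535 nm, after compounds sit 10 min at room temperature with 10 uM horse-spleen apoferritin in 50% saturated 1-AMA/PBS. Values come from four-parameter Hill fits.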
An asterisk follows results filed as active; [ ] = remark or other dose. Calls come from the whole dose curve; as a rule, active = well fitted curve in the direction sought with a large enough effect; inconclusive = small, poorly fitted or top-dose-only effect, or another doubt; inactive = no such curve, though single readings can be large; an effect the other way counts as inactive or inconclusive. Potency is the fitted concentration of half-maximal effect. Not all compounds are listed, so the mix of outcomes need not match the whole.

How did CCC(C)(C(=O)NC1CCCC1)N(Cc1cccs1)C(=O)c1ccc2c(c1)OCO2 (centres undefined) do in these assays?
G9a block: -13.1%; Pol kappa inh: -2.3%; BLM helicase inh: 7.7%; POLH inh: -17.8%; POLI inh: -6.0%; APE1 inh: 1.7%; BAZ2B block: -2.7%; Pol beta inh: 10.7%; Anesthetic bind: -17.3%

Results for COc1ccc(CCNC(=O)COc2ccc(S(=O)(=O)N3CCCC3)cc2)cc1 ?
Pol kappa inh: -2.9%; BLM helicase inh: 0.4%; POLH inh: -18.1%; POLI inh: 1.1%; APE1 inh: -6.6%; BAZ2B block: -9.3%; Pol beta inh: 54.1%[activator]; Anesthetic bind: -7.1%

Results for CC(=O)NCCOc1nc(N(C)C)nc(N2CCCCC2)n1 ?
Pol kappa inh: -7.0%; BLM helicase inh: -2.1%; POLH inh: -13.7%; POLI inh: 12.8%; APE1 inh: 29.1%; BAZ2B block: -2.5%; Pol beta inh: 45.9%; Anesthetic bind: -3.5%

What do the screens show for `CN(C)C(=O)Cn1cnc2c(cnn2-c2ccccc2Cl)c1=O`?
G9a block: 1.3%; Pol kappa inh: -1.3%; BLM helicase inh: 3.3%; POLH inh: -7.2%; POLI inh: 11.7%; APE1 inh: -1.6%; BAZ2B block: -4.9%; Pol beta inh: -0.8%; Anesthetic bind: -16.2%

Results for Cc1cc2oc(C(=O)Nc3cccc(-c4nc5ccccc5o4)c3)c(C)c2cc1Cl ?
G9a block: -1.3%[59 µM]; Pol kappa inh: -5.7%; BLM helicase inh: 1.1%; POLH inh: -12.8%; POLI inh: 4.8%; BAZ2B block: -27.0%; Pol beta inh: -2.7%; Anesthetic bind: 43.8%[activator]

How did O=C1CC(c2ccccc2)CC(O)=C1C=NCCN1CCN(C(=O)Nc2ccccc2)CC1 (centres undefined) do in these assays?
G9a block: 2.3%[59 µM]; Pol kappa inh: -1.2%; BLM helicase inh: -1.6%; POLH inh: -7.6%; POLI inh: 8.7%; APE1 inh: 4.0%; BAZ2B block: 3.9%; Pol beta inh: -7.4%; Anesthetic bind: -16.5%

What do the screens show for `COC(=O)Nc1ncc(CN2CCC(c3ccccc3)CC2)s1`?
G9a block: -1.2%[59 µM]; Pol kappa inh: 5.6%; BLM helicase inh: 3.1%; POLH inh: -9.6%; POLI inh: -7.0%; APE1 inh: 0.5%; BAZ2B block: 5.4%; Pol beta inh: 12.5%; Anesthetic bind: 3.8%

What do the screens show for `O=C(NC1CCCCC1)c1nc2c(nnn2Cc2ccccc2Cl)c(=O)[nH]1`?
G9a block: 11.2%[59 µM]; Pol kappa inh: -7.1%; BLM helicase inh: 1.6%; POLH inh: -1.8%; POLI inh: 0.6%; APE1 inh: 3.0%; BAZ2B block: 1.8%; Pol beta inh: 7.4%; Anesthetic bind: 1.2%

Results for Cc1oc(-c2ccc(Cl)cc2)nc1CN1CCC(C(=O)NCCCN2CCCC(C)C2)CC1 (centres undefined) ?
G9a block: -10.7%; Pol kappa inh: -11.4%; BLM helicase inh: 3.3%; POLH inh: -22.8%; POLI inh: 11.5%; APE1 inh: 7.7%; BAZ2B block: -10.3%; Pol beta inh: -0.8%; Anesthetic bind: -12.1%

How did CN(C)S(=O)(=O)c1cccc(NC(=O)COC(=O)c2cc(-c3cccc(Br)c3)nc3ccccc23)c1 do in these assays?
G9a block: -6.6%[59 µM]; Pol kappa inh: -21.3%; BLM helicase inh: -13.0%; POLH inh: -17.4%; POLI inh: -8.6%; APE1 inh: -2.6%; BAZ2B block: -22.3%; Pol beta inh: inconclusive; Anesthetic bind: -16.0%

Results for O=C(CSc1nc2c(cnn2-c2ccc(F)cc2)c(=O)[nH]1)N1CCOCC1 ?
G9a block: 79.4µM*; Pol kappa inh: -24.6%; BLM helicase inh: 2.0%; POLH inh: 3.7%; POLI inh: 18.5%; APE1 inh: -3.4%; BAZ2B block: 8.5%; Pol beta inh: 27.8%; Anesthetic bind: -7.2%

What do the screens show for `Cc1cnc(C(=O)NNC(=O)c2ccc(Br)cc2)cn1`?
G9a block: 22.7%; Pol kappa inh: -0.2%; POLH inh: -10.8%; POLI inh: 41.4%[activator]; APE1 inh: 5.5%; BAZ2B block: 6.0%

What do the screens show for `O=C(NCC1CCCCC1)c1ccc(Cl)c(S(=O)(=O)N2CCOCC2)c1`?
G9a block: inconclusive; Pol kappa inh: -15.1%; POLH inh: -14.7%; POLI inh: 14.5%; APE1 inh: -2.3%; BAZ2B block: 2.1%

How did CSc1nc(C)cc(Oc2ccc(=O)[nH]n2)n1 do in these assays?
G9a block: -33.1%; Pol kappa inh: -16.3%; BLM helicase inh: -1.9%; POLH inh: -10.8%; POLI inh: 22.5%; APE1 inh: -1.9%; BAZ2B block: -11.0%; Pol beta inh: -2.0%; Anesthetic bind: -4.6%

What do the screens show for `O=C(NCc1nc(-c2ccccc2)cs1)c1ccccc1`?
G9a block: 27.7%; Pol kappa inh: -7.3%; BLM helicase inh: -3.6%; POLH inh: -7.5%; POLI inh: 1.5%; APE1 inh: 0.3%; BAZ2B block: 2.8%; Pol beta inh: 7.9%; Anesthetic bind: -17.3%

What do the screens show for `COc1ccc(NCc2nnc(SCC(=O)NNC(=O)c3ccc(C)cc3)n2C)cc1`?
G9a block: inconclusive; Pol kappa inh: -4.9%; BLM helicase inh: -5.1%; POLH inh: -0.2%; POLI inh: 63.9%[activator]; APE1 inh: 4.2%; BAZ2B block: -15.9%; Pol beta inh: -7.3%; Anesthetic bind: -12.1%

Results for O=C(Cc1cccc2ccccc12)NN1C(=O)CSC1=S ?
G9a block: inconclusive; Pol kappa inh: -15.4%; BLM helicase inh: -0.6%; POLH inh: -16.3%; POLI inh: inconclusive; APE1 inh: -0.7%; BAZ2B block: -31.3%; Pol beta inh: 0.5%; Anesthetic bind: -19.6%

Results for Cn1nc(CC(=O)Nc2ccc(N3CCN(C(=O)OC(C)(C)C)CC3)cc2)c2ccccc2c1=O ?
G9a block: -11.2%[59 µM]; Pol kappa inh: -0.4%; BLM helicase inh: -3.0%; POLH inh: 6.6%; POLI inh: -6.8%; APE1 inh: -3.7%; BAZ2B block: 7.5%; Pol beta inh: 24.8%; Anesthetic bind: -2.3%

What do the screens show for `N#Cc1ccc(C(=O)Nc2nc3ccccc3[nH]2)cc1`?
G9a block: -6.8%; Pol kappa inh: -2.5%; BLM helicase inh: -3.7%; POLH inh: -6.1%; POLI inh: 25.3%; APE1 inh: 0.5%; BAZ2B block: -15.9%; Pol beta inh: 28.7%; Anesthetic bind: 39.1%[activator]

What do the screens show for `CN(C)S(=O)(=O)n1cc(/C=C(\NC(=O)c2ccccc2Cl)C(=O)NCCCN2CCOCC2)c2ccccc21`?
G9a block: -9.7%[59 µM]; Pol kappa inh: 1.5%; BLM helicase inh: -1.6%; POLH inh: 0.8%; POLI inh: 28.8%; APE1 inh: 26.2%; BAZ2B block: -8.7%; Pol beta inh: -1.3%; Anesthetic bind: -7.5%

The final 2 entries of the section before lead into the next:
What do the screens show for `N#Cc1ccc(C(=O)Nc2nc3ccccc3[nH]2)cc1`?
G9a block: -6.8%; Pol kappa inh: -2.5%; BLM helicase inh: -3.7%; POLH inh: -6.1%; POLI inh: 25.3%; APE1 inh: 0.5%; BAZ2B block: -15.9%; Pol beta inh: 28.7%; Anesthetic bind: 39.1%[activator]

What do the screens show for `CN(C)S(=O)(=O)n1cc(/C=C(\NC(=O)c2ccccc2Cl)C(=O)NCCCN2CCOCC2)c2ccccc21`?
G9a block: -9.7%[59 µM]; Pol kappa inh: 1.5%; BLM helicase inh: -1.6%; POLH inh: 0.8%; POLI inh: 28.8%; APE1 inh: 26.2%; BAZ2B block: -8.7%; Pol beta inh: -1.3%; Anesthetic bind: -7.5%

What do the screens show for `Cc1ccc(NC(=O)Cn2c(=O)n(Cc3nc(-c4ccccc4)no3)c(=O)c3cc4c(cc32)OCO4)cc1F`?
G9a block: -6.1%[59 µM]; Pol kappa inh: -6.2%; BLM helicase inh: -2.6%; POLH inh: -7.7%; POLI inh: inconclusive; BAZ2B block: -6.2%; Pol beta inh: 20.0%; Anesthetic bind: -3.5%

How did O=C1C(=O)N(c2cccc(Cl)c2)C(c2ccccc2[N+](=O)[O-])/C1=C(\O)c1ccccc1 (centres undefined) do in these assays?
G9a block: 28.2µM*; Pol kappa inh: -8.2%; BLM helicase inh: -8.9%; POLH inh: -3.4%; POLI inh: 60.7%[activator]; APE1 inh: -11.8%; BAZ2B block: 79.4µM*; Pol beta inh: 1.4%; Anesthetic bind: inconclusive

What do the screens show for `CC(=O)c1ccc(S(=O)(=O)NCc2ccc(C(=O)NCC(c3ccccc3)N(C)C)cc2)cc1` (centres undefined)?
G9a block: inconclusive; Pol kappa inh: -1.4%; BLM helicase inh: 2.6%; POLH inh: -13.5%; POLI inh: 69.3%[activator]; APE1 inh: 15.3%; BAZ2B block: -10.4%; Pol beta inh: 38.8%; Anesthetic bind: -0.5%

How did CN(CC(=O)Nc1ccc(Cl)cc1)C(=O)c1cccc(S(=O)(=O)N2CCN(Cc3ccccc3)CC2)c1 do in these assays?
G9a block: -6.9%[0.501 µM]; Pol kappa inh: -5.0%; POLH inh: -25.6%; POLI inh: 2.7%; APE1 inh: 33.9%; BAZ2B block: -23.4%

What do the screens show for `CCCNS(=O)(=O)c1ccc(OCC(=O)N2CCOCC2)cc1`?
G9a block: -8.5%[59 µM]; Pol kappa inh: -15.7%; BLM helicase inh: 1.3%; POLH inh: -1.7%; POLI inh: -7.5%; APE1 inh: 13.1%; BAZ2B block: -2.7%; Pol beta inh: -0.7%; Anesthetic bind: 2.6%

How did COc1ccc(NC(=O)CNC(=O)Cc2ccccc2)cc1OC do in these assays?
G9a block: -0.7%; Pol kappa inh: -4.5%; BLM helicase inh: -3.3%; POLH inh: -10.7%; POLI inh: 30.7%[activator]; APE1 inh: 23.5%; BAZ2B block: 8.3%; Pol beta inh: 18.1%; Anesthetic bind: -7.7%

How did CCOc1ccc(S(=O)(=O)NCCC(=O)OCC(=O)Nc2cc(C)on2)cc1 do in these assays?
Pol kappa inh: -3.0%; BLM helicase inh: 1.0%; POLH inh: -3.5%; POLI inh: 18.6%; APE1 inh: -10.1%; BAZ2B block: -14.9%; Pol beta inh: 3.4%; Anesthetic bind: -0.5%
